CCR6 antagonist = blocks CCL20-driven beta-arrestin recruitment at human CCR6; CHO-K1 CCR6 PathHunter beta-arrestin, luminescence, CCL20-stimulated; inhibition, % at 20 µM; 340,000 tested, 0.49% active; AID 493098;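 active = compounds whose inhibition of the agonist-driven luminescence signal at 20 µM reaches about 50%, limit read from the data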;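 also: cells stimulated with CCL20 at 14 nM final; plate controls were DMSO with CCL20 for no effect and DMSO without agonist for full effect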
CXCR6 block = inhibitors of human CXCR6 receptor. inhibition, % at 20 µM. O00574. CHO-K1 PathHunter CXCR6 beta-arrestin, luminescence. 360,000 tested, 0.36% active; in the data active = inhibition above about 34%, passing the limit was not always enough;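 also: antagonist mode with CXCL16 agonist at 10 nM final; 0% = 10 nM CXCL16 with DMSO and 100% = unstimulated wells without agonist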
Gli-Sufu block = blocks Gli-Sufu signaling in a luciferase reporter | Sufu-KO-LIGHT fibroblasts, Gli luciferase reporter luminescence | inhibition, % at 5 µM | 340,000 tested, 0.74% active | AID 588413;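 active = inhibition above about 55%, limit read from the data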;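 also: 0% = DMSO-treated cells and 100% = wells with medium but no cells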
XBP1 UPR activ = activators of adaptive arm of unfolded protein response (XBP1); AID 463104; 330,000 tested, 0.33% active; CHO-XBP1 luciferase reporter, IRE1-XBP1 UPR activation, luminescence; percent of tunicamycin response, DMSO as zero; activation, % at 20 µM;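 active = versus positive control, 20 µM dose yields 30% or more activation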;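 also: 100% = tunicamycin at 10 µg/mL and 0% = DMSO only wells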
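Signal: luciferase luminescence; Assay system: CHO-XBP1 luciferase reporter cells; Amount: one thousand reporter cells per well; Dosing: 20 µM single concentration, DMSO 1%; Benchmarks: high control tunicamycin 10 µg/mL final, low control DMSO vehicle only; Schedule: 6 h compound exposure at 37 °C, 5% CO2; Evaluation: percent activation relative to tunicamycin reference.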
EBI2 block = antagonists of human EBI2 receptor; EBI2 beta-arrestin recruitment, luminescence, 7a,25-OHC stimulated; inhibition, % at 5 µM; 360,000 tested, 0.81% active; in the data active = inhibition above about 38%;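 also: enzyme fragment complementation signal reports receptor beta-arrestin coupling in cells; 0% = agonist plus DMSO wells and 100% = wells without agonist; some results beyond the cut were filed as inactive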
Mdm2 MdmX PPI = disrupts the human Mdm2-MdmX interaction. O15151+Q00987. SaOS-2 split-luciferase Mdm2/MdmX complementation, luminescence. inhibition, % at 8 µM. 330,000 tested, 3% active. AID 485346;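 active = inhibition of at least 50% at 8 µM in the primary screen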
Target sequence (O15151 whole entry, looked up): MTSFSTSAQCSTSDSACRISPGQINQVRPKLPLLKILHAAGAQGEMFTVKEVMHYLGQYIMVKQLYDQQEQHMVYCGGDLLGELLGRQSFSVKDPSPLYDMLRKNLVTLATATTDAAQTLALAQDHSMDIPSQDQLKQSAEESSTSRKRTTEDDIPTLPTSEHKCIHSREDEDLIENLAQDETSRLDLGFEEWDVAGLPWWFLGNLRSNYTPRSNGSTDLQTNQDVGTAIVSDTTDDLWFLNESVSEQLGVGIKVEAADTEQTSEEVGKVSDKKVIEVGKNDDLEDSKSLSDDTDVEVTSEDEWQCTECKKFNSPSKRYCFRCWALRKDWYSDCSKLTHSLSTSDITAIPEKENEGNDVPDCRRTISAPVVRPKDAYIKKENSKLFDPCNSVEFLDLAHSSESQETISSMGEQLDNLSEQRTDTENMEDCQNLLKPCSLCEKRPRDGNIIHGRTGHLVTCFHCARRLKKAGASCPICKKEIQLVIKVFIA
Target sequence (Q00987 whole entry, looked up): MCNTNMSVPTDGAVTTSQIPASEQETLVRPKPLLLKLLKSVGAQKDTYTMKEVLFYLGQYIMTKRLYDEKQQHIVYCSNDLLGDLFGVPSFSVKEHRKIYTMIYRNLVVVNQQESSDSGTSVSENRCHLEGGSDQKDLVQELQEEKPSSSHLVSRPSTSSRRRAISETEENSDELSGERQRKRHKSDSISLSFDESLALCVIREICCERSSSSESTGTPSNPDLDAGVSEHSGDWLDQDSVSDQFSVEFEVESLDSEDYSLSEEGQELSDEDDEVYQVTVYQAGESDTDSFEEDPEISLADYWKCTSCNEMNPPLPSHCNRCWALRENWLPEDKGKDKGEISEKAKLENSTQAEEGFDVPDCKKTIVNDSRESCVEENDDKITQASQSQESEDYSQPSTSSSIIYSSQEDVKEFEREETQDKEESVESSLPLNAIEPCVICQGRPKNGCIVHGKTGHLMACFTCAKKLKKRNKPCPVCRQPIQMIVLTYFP
Jurkat NFkB inh = inhibitors of the PMA/ionomycin-induced NF-kB reporter in Jurkat cells | AID 435003 | 330,000 tested, 0.53% active | inhibition, % at 4 µM | PMA/ionomycin-induced NF-kB luciferase reporter, luminescence; in the data active = inhibition above about 50%
697 NFkB inh = inhibitors of the PMA/ionomycin-induced NF-kB reporter in 697 B cells. AID 435022. 697 B-cell NF-kB luciferase reporter, 16 h. 330,000 tested, 0.33% active. inhibition, % at 4 µM; in the data active = inhibition above about 35%
CHOP UPR activ = apoptotic UPR (CHOP) activation; CHO-CHOP luciferase reporter, luminescence; percent of tunicamycin response over DMSO baseline; activation, % at 10 µM; 330,000 tested, 0.34% active; AID 449763;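 active = at 10 µM dose, activation of 40% or more, normalized to positive control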;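 also: 100% = tunicamycin at 10 µg/mL and 0% = DMSO alone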
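Test system: CHO-CHOP cells, stable luciferase reporter of PERK-eIF2a-CHOP signalling | Quantity: 500 CHO-CHOP cells per well | Buffer or medium: F12 plus 10% serum | Compound dosing: 10 µM single point, 0.5% DMSO | Schedule: 6 h compound treatment, 37 °C | Signal: Luciferase luminescence | Control set: Tunicamycin high control, DMSO low control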
* = called active by the depositor. Outcome played no part in choosing rows; overall some 5% were active at least once.

COc1ccc(C2/C=C\CN(S(=O)(=O)c3ccc(-c4ccccc4)cc3)CC(=O)N2Cc2ccc(F)cc2)cc1 (configuration not stated) was read as CCR6 antagonist 2, CXCR6 block 5, Gli-Sufu block -34, XBP1 UPR activ -1, EBI2 block 9, Mdm2 MdmX PPI 4, Jurkat NFkB inh 19, 697 NFkB inh -22 and CHOP UPR activ -0.3.
Screening Cc1ccc(-c2nnn(CC(=O)N(Cc3cccs3)C(C(=O)NC3CCCCC3)c3ccco3)n2)o1 (configuration not stated) returned CCR6 antagonist 15, CXCR6 block 2, Gli-Sufu block 8, XBP1 UPR activ 48*, EBI2 block 9, Mdm2 MdmX PPI 35, Jurkat NFkB inh -4, 697 NFkB inh -8 and CHOP UPR activ 0.8.
O=C(Cc1cccs1)Nc1cc(S(=O)(=O)N2CCCCC2)ccc1Cl was read as CCR6 antagonist 17, CXCR6 block 7, Gli-Sufu block 1, XBP1 UPR activ 0, EBI2 block 5, Mdm2 MdmX PPI -17, Jurkat NFkB inh 2, 697 NFkB inh 10 and CHOP UPR activ -2.2.
`N#Cc1ccccc1OCC(=O)OCC(=O)c1ccc[nH]1` gave CCR6 antagonist 3, CXCR6 block -6, Gli-Sufu block 2, XBP1 UPR activ -2, EBI2 block -14, Mdm2 MdmX PPI -6, Jurkat NFkB inh -1, 697 NFkB inh 17 and CHOP UPR activ -0.8.
COc1ccc(NS(=O)(=O)c2ccc(-c3cnc(C4CC4)o3)cc2)cc1OC was read as CCR6 antagonist 13, CXCR6 block -1, Gli-Sufu block 72*, XBP1 UPR activ -4, EBI2 block 5, Mdm2 MdmX PPI 57*, Jurkat NFkB inh 57*, 697 NFkB inh 17 and CHOP UPR activ 5.3.
For COc1ccc2c(c1)C(=O)N1[C@H]3c4cc(C)ccc4OC[C@@H]3[C@H](c3ccccc3)[C@]1(C)C(=O)N2 the results were CCR6 antagonist 2, CXCR6 block 4, Gli-Sufu block 33, XBP1 UPR activ -3, EBI2 block 10, Mdm2 MdmX PPI 32, Jurkat NFkB inh 40, 697 NFkB inh 13 and CHOP UPR activ -0.6.
`Cc1cc(C(=O)NCc2ccc(Cl)cc2)n(-c2ccccc2)n1` gave CCR6 antagonist 6, CXCR6 block -1, Gli-Sufu block -11, XBP1 UPR activ 2, EBI2 block -3, Mdm2 MdmX PPI 0, Jurkat NFkB inh -8, 697 NFkB inh 21 and CHOP UPR activ 2.3.
For COc1ccc(F)cc1S(=O)(=O)Nc1ccc(C)cc1 the results were CCR6 antagonist -4, CXCR6 block 4, Gli-Sufu block 8, XBP1 UPR activ -1, EBI2 block 6, Mdm2 MdmX PPI 10, Jurkat NFkB inh 2, 697 NFkB inh -3 and CHOP UPR activ -0.1.
Screening O=C(NCCC1=CCCCC1)c1cc(COc2c(F)cccc2F)on1 returned CCR6 antagonist 10, CXCR6 block -9, Gli-Sufu block -6, XBP1 UPR activ -4, EBI2 block 4, Mdm2 MdmX PPI 19, Jurkat NFkB inh 9, 697 NFkB inh -1 and CHOP UPR activ 4.3.
Clc1ccc2nnc(Cl)n2n1 was read as CCR6 antagonist -3, CXCR6 block -1, Gli-Sufu block -20, XBP1 UPR activ -4, EBI2 block 3, Mdm2 MdmX PPI -9, Jurkat NFkB inh 9, 697 NFkB inh -5 and CHOP UPR activ -0.1.
`COc1ccc(C(C)=O)cc1COc1ccc(-n2cnnn2)cc1` gave CCR6 antagonist 6, CXCR6 block 6, Gli-Sufu block -1, XBP1 UPR activ -2, EBI2 block 11, Mdm2 MdmX PPI -2, Jurkat NFkB inh 19, 697 NFkB inh 17 and CHOP UPR activ -3.2.
CCN1CCCC1CNC(=O)c1ccc(N2CCOCC2)c(NS(=O)(=O)c2ccc(OC)cc2)c1 (configuration not stated) was read as CCR6 antagonist 14, CXCR6 block 0, Gli-Sufu block 24, XBP1 UPR activ 10, EBI2 block -2, Mdm2 MdmX PPI 2, Jurkat NFkB inh -10, 697 NFkB inh -2 and CHOP UPR activ -0.2.
For Cc1cc(C)n2nc(CCCO)nc2n1 the results were CCR6 antagonist -6, CXCR6 block 1, Gli-Sufu block -1, XBP1 UPR activ -3, EBI2 block -16, Mdm2 MdmX PPI 20, Jurkat NFkB inh 6, 697 NFkB inh -3 and CHOP UPR activ 0.0.
Screening COc1ccccc1CN1CCN(S(=O)(=O)c2ccc(C)cc2)CC1 returned CCR6 antagonist 3, CXCR6 block 5, Gli-Sufu block 8, XBP1 UPR activ -2, EBI2 block -6, Mdm2 MdmX PPI -34, Jurkat NFkB inh 6, 697 NFkB inh -2 and CHOP UPR activ -1.2.
`COc1ccc(CCNC(=O)CCCc2nnc3n(C)c(=O)c4sccc4n23)cc1OC` gave CCR6 antagonist 17, CXCR6 block 2, Gli-Sufu block -7, XBP1 UPR activ -4, EBI2 block -9, Mdm2 MdmX PPI 21, Jurkat NFkB inh 1, 697 NFkB inh 6 and CHOP UPR activ -1.3.
Screening Cc1ccc(Cn2c(S(=O)(=O)O)nc3ccccc32)cc1 returned CCR6 antagonist 10, CXCR6 block -2, Gli-Sufu block 30, XBP1 UPR activ 5, EBI2 block -1, Mdm2 MdmX PPI 9, Jurkat NFkB inh 4, 697 NFkB inh 21 and CHOP UPR activ -2.8.
`O=C(COc1ccc(Br)cc1Cl)NCCCN1CCOCC1` gave CCR6 antagonist 16, CXCR6 block -6, Gli-Sufu block -3, XBP1 UPR activ -1, EBI2 block -13, Mdm2 MdmX PPI 9, Jurkat NFkB inh 10, 697 NFkB inh 12 and CHOP UPR activ 1.9.
`NC(=O)C1CCN(Cc2nc(-c3cccs3)no2)CC1` gave CCR6 antagonist 10, CXCR6 block 1, Gli-Sufu block -1, XBP1 UPR activ 0, EBI2 block 3, Mdm2 MdmX PPI 14, Jurkat NFkB inh -3, 697 NFkB inh 14 and CHOP UPR activ 1.2.
COCc1cc(C)nc(Nc2ccc(C)cc2C)c1C#N was read as CCR6 antagonist -1, CXCR6 block -4, Gli-Sufu block -16, XBP1 UPR activ -2, EBI2 block -11, Mdm2 MdmX PPI -6, Jurkat NFkB inh -8, 697 NFkB inh 12 and CHOP UPR activ 0.0.
Screening CCCn1c(SCC(=O)OCC)nc(C(F)(F)F)cc1=O returned CCR6 antagonist 22, CXCR6 block -1, XBP1 UPR activ 2, EBI2 block 2, Mdm2 MdmX PPI 17, Jurkat NFkB inh -13, 697 NFkB inh 5 and CHOP UPR activ 1.6.
`CCOc1ccc(C(=O)NCCN(C)C)cc1` gave CCR6 antagonist -10, CXCR6 block 0, Gli-Sufu block -2, XBP1 UPR activ 0, EBI2 block 0, Mdm2 MdmX PPI -14, Jurkat NFkB inh -6, 697 NFkB inh 2 and CHOP UPR activ 0.3.
`Cc1c(C(=O)NC(C)C2CC3CCC2C3)cccc1[N+](=O)[O-]` (configuration not stated) gave CCR6 antagonist 16, CXCR6 block 1, Gli-Sufu block 1, XBP1 UPR activ 0, EBI2 block -1, Mdm2 MdmX PPI 11, Jurkat NFkB inh 3, 697 NFkB inh 11 and CHOP UPR activ -0.2.
Screening O=C(CNc1n[nH]c(=O)[nH]c1=O)N/N=C/c1ccccc1 returned CCR6 antagonist -1, Gli-Sufu block 2, XBP1 UPR activ -1, Mdm2 MdmX PPI 3, Jurkat NFkB inh 7, 697 NFkB inh 19 and CHOP UPR activ 0.1.
For COc1cc(OC)c(NC(=O)CN(C)S(=O)(=O)c2ccc(-c3ccc(=O)[nH]n3)s2)cc1Cl the results were CCR6 antagonist 15, CXCR6 block 3, Gli-Sufu block -8, XBP1 UPR activ -4, EBI2 block -1, Mdm2 MdmX PPI 9, Jurkat NFkB inh 7, 697 NFkB inh -27 and CHOP UPR activ -0.6.
`O=c1[nH][nH]c(=S)n1C1CCCCC1` gave CCR6 antagonist -8, Gli-Sufu block 15, XBP1 UPR activ 1, Mdm2 MdmX PPI 9, Jurkat NFkB inh -7, 697 NFkB inh 6 and CHOP UPR activ 0.4.
Screening CCCCn1cnc2c(SCc3ccc(Br)cc3)nc(N)nc21 returned CCR6 antagonist 12, CXCR6 block 4, Gli-Sufu block -3 and EBI2 block 12.
`Cc1ccccc1N(C(=O)c1ccccn1)C(C(=O)NCc1ccccc1)c1ccncc1` (configuration not stated) gave CCR6 antagonist 20, CXCR6 block -5, Gli-Sufu block 4, XBP1 UPR activ 6, EBI2 block -5, Mdm2 MdmX PPI 14, Jurkat NFkB inh -8, 697 NFkB inh 0 and CHOP UPR activ -0.2.
For C/C(CC(=O)Nc1cccnc1)=N\NC(=O)C(=O)NC(C)C the results were CCR6 antagonist 10, CXCR6 block -10, Gli-Sufu block 2, XBP1 UPR activ -2, EBI2 block 15, Mdm2 MdmX PPI -9, Jurkat NFkB inh -3, 697 NFkB inh -9 and CHOP UPR activ 0.8.
Cc1ccnc(NC(=O)C2CCN(S(=O)(=O)c3ccc4ccccc4c3)CC2)c1 was read as CCR6 antagonist 8, CXCR6 block 10, Gli-Sufu block -2, XBP1 UPR activ 1, EBI2 block 0, Mdm2 MdmX PPI 20, Jurkat NFkB inh 4, 697 NFkB inh 10 and CHOP UPR activ 0.4.
`CN(C)CCCNC(=O)C[C@H]1C[C@H](C(=O)N2CCCCC2)[C@@]2(C)c3[nH]c4cc(-c5ccco5)ccc4c3CCN2C1=O` gave CCR6 antagonist 21, CXCR6 block -1, Gli-Sufu block 2, XBP1 UPR activ 1, EBI2 block 7, Mdm2 MdmX PPI 41, 697 NFkB inh 7 and CHOP UPR activ 1.3.

Random excerpt: 2 records from the list, in no set order.
`CN(C)CCCNC(=O)C[C@H]1C[C@H](C(=O)N2CCCCC2)[C@@]2(C)c3[nH]c4cc(-c5ccco5)ccc4c3CCN2C1=O` gave CCR6 antagonist 21, CXCR6 block -1, Gli-Sufu block 2, XBP1 UPR activ 1, EBI2 block 7, Mdm2 MdmX PPI 41, 697 NFkB inh 7 and CHOP UPR activ 1.3.
For COc1cc(OC)c(NC(=O)CN(C)S(=O)(=O)c2ccc(-c3ccc(=O)[nH]n3)s2)cc1Cl the results were CCR6 antagonist 15, CXCR6 block 3, Gli-Sufu block -8, XBP1 UPR activ -4, EBI2 block -1, Mdm2 MdmX PPI 9, Jurkat NFkB inh 7, 697 NFkB inh -27 and CHOP UPR activ -0.6.

Next records follow.
Screening Cc1ccc(Nc2nc(N)c([N+](=O)[O-])c(N3CCC(C)CC3)n2)cc1C returned CCR6 antagonist 17, CXCR6 block 10, Gli-Sufu block 2, XBP1 UPR activ 3, EBI2 block 6, Mdm2 MdmX PPI -2, Jurkat NFkB inh -3, 697 NFkB inh -3 and CHOP UPR activ 3.9.
O=C(COC(=O)c1cc([N+](=O)[O-])ccc1N1CCOCC1)NC1CCS(=O)(=O)C1 (configuration not stated) was read as CCR6 antagonist 7, CXCR6 block 2, Gli-Sufu block -2, XBP1 UPR activ 2, EBI2 block -1, Mdm2 MdmX PPI -7, Jurkat NFkB inh 8, 697 NFkB inh 22 and CHOP UPR activ 0.1.
For CC(C)N1CCc2c(sc(NC(=O)Cc3ccccc3)c2C#N)C1 the results were CCR6 antagonist 7, CXCR6 block -4, XBP1 UPR activ -2, EBI2 block -7, Mdm2 MdmX PPI -41, Jurkat NFkB inh -6, 697 NFkB inh 18 and CHOP UPR activ 0.1.
Screening CCc1ccc(-c2csc3ncn(CC)c(=O)c23)cc1 returned CCR6 antagonist 2, CXCR6 block -13, Gli-Sufu block -2, XBP1 UPR activ 2, EBI2 block -8, Mdm2 MdmX PPI 1, Jurkat NFkB inh -3, 697 NFkB inh 2 and CHOP UPR activ 0.4.
